FBW7 act: FBW7 E3 ligase activators, primary screen, biochemical, AlphaScreen, human | AID 1259310, 2017 | F-box/WD repeat-containing protein 7 (Homo sapiens), Q969H0 | 650,000 compounds, 0.13% hits | AlphaScreen FBW7–phospho-cyclin E peptide binding, activator screen | normalized activity (activation), % at 26.1 µM; in the data active = normalized activity above about 1.9%;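 note: purified mutant Fbw7 with reduced substrate affinity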
Target sequence (Q969H0 whole entry, looked up): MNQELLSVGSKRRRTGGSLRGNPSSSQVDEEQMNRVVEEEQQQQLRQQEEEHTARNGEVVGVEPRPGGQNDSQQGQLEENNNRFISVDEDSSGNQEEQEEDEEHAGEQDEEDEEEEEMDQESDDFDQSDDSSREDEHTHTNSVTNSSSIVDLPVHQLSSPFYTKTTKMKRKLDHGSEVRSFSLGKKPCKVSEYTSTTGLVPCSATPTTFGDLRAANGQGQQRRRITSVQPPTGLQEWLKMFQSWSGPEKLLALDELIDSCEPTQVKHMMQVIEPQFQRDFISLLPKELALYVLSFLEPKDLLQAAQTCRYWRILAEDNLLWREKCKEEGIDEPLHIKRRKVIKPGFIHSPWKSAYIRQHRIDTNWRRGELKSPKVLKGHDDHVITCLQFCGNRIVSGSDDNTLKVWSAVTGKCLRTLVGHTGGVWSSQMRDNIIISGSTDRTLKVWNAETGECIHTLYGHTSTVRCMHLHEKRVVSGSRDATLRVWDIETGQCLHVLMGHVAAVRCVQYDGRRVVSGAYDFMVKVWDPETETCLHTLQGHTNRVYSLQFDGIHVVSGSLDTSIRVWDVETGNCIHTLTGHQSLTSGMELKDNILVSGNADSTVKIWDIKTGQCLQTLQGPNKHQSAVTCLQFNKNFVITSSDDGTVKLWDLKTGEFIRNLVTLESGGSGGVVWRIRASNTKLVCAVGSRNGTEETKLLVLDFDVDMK
TEAD-YAP inh: TEAD-YAP interaction inhibition, primary screen, TEAD-YAP interaction inhibitor project, luminescence, HEK-TIYL cells; 640,000 compounds, 1.4% hits; TEAD-Gal4/YAP UAS-luciferase luminescence; inhibition, % at 9.12 µM; AID 1259422, 2018; in the data active = inhibition above about 32%;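 note: 0% = median of test compound wells and 100% = reference inhibitor wells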
GPR151 activ: activators of human GPR151, primary screen, cell-based, PathHunter beta-arrestin, luminescence; G-protein coupled receptor 151 (Homo sapiens), Q8TDV0; PathHunter beta-arrestin GPR151 cells; activation, % at 11.2 µM; 650,000 compounds, 1% hits; in the data active = activation above about 4.9%;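 note: 0% = median of compound wells and 100% = cells with positive control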
MITF inh: MITF inhibitors, primary screen, biochemical, AlphaScreen, human | AID 1259374, 2018 | inhibition, % at 2.6 µM | AlphaScreen MITF homodimerization, bead proximity signal | 650,000 compounds, 0.91% hits; in the data active = inhibition above about 50%;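 note: 0% = vehicle wells with protein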
* hit, by the source's call; x = no result given.

No.	Compound	FBW7 act	TEAD-YAP inh
1	CC(C)(C#CC#CC(C)(C)OCCC#N)OCCC#N	0.0	5
2	CC(/C=N/N=C(C)/C(C)=N/OCc1ccccc1)=N\O	0.0	-19
3	COc1ccc(CCNC(=O)CSc2nc3ccc(N4CCCCC4)cc3c(=O)n2Cc2ccccc2)cc1OC	0.2	11
4	Cc1nn(CC(=O)N2CCCC(C)C2)c(=O)c2cc3occc3n12 (configuration not stated)	0.0	10
5	O=c1[nH]c(O)c(N=Nc2ccccc2Br)c(=O)[nH]1	-0.1	-5
6	CCCCC(=O)Nc1ccc(C(=O)Nc2ccc(C(=O)OCC)cc2)cc1	-0.1	1
7	CCNC(=O)Nc1c(C#N)c(C(C)(C)C)cn1C	0.0	-4
8	Cc1cccc(C)c1OCCCCCCNCCO	-0.1	-3
9	CCN1C(=O)N/C(=C/c2cn(CC(=O)Nc3ccc(F)cc3)c3ccccc23)C1=O	0.1	12
10	CCN1C(=O)c2ccccc2S(=O)c2ccc(C(=O)N3CCCCCC3)cc21 (configuration not stated)	0.1	-13
11	N#Cc1c2c(c(NCCc3ccccc3)n3c1nc1ccccc13)CCC2	0.2	10
12	O=C(CN1CCN(CCO)CC1)N1c2ccccc2Sc2ccc(C(F)(F)F)cc21	-0.1	-19
13	COC(=O)c1sc(NC(=O)c2ccc([N+](=O)[O-])cc2Cl)c(C(=O)OC)c1C	1.1	-9
14	COc1ccc(NC(=O)c2c(NCc3cccc(OC)c3OC)sc3c2CCCC3)cc1	-0.2	-2
15	Cc1ccc(-n2cc(-c3ccc(Cl)cc3)nc2SCC(=O)Nc2cccc(C)c2C)cc1	0.1	-2

No.	GPR151 activ	MITF inh
1	-1.0	11
2	4.7	8
3	0.2	5
4	0.0	15
5	-1.3	-12
6	-0.7	-7
7	-0.5	-6
8	-0.4	-2
9	0.0	7
10	0.0	13
11	0.2	6
12	2.1	5
13	1.8	9
14	-0.2	4
15	0.8	6

Further structures.
No.	Compound	FBW7 act	TEAD-YAP inh
16	O=C(Cn1ncc2ccccc21)NCc1cccc(Br)c1	-0.1	-42
17	N#Cc1c(N2C(=O)C3C4c5ccccc5C(c5ccccc54)C3C2=O)sc2c1CCCCC2 (configuration not stated)	-0.1	8
18	O=C(CSc1nnnn1-c1ccccc1)c1ccco1	0.0	-21
19	CCCNc1cc(C)nc(-c2ccccc2)n1	-0.1	-58
20	CCCCOc1ccccc1C1C(C(=O)OC(C)C)=C(C)NC2=C1C(=O)CCC2 (configuration not stated)	0.1	3
21	CCCSCCCNC(=O)Cn1ncn2nc(-c3ccc(OC)cc3)cc2c1=O	1.1	-47
22	Cc1nc2ccccn2c1CN(C)Cc1c(C(=O)N2CCOCC2)nc2ccccn12	0.0	5
23	O=C(Cc1cn2ccsc2n1)Nc1nc2c(s1)CCCC2	0.1	-4
24	COc1cc(/C=C(/NC(=O)c2ccccc2)C(=O)N2CCOCC2)c([N+](=O)[O-])cc1OC	0.8	17
25	N#CCSc1ccc(-c2nc3ccccc3[nH]2)cn1	-0.1	5
26	COC(=O)C1=C(C)NC(=S)NC1c1ccc(Cl)cc1 (configuration not stated)	-0.1	7
27	CCCCC(=O)NC(=S)Nc1ccc(N(C)C)cc1	0.0	-45
28	Cc1ccc(-c2c(C#N)c(SCC(=O)NCc3ccccc3)nc3c2CCCC3)cc1	0.6	19
29	C=CCOc1cccc(C(=O)Nn2cnnc2)c1	0.0	3
30	N#CC1=C(N)N(N2CCOCC2)C2=C(C(=O)CC(c3ccccc3)C2)C1c1ccc(Cl)cc1 (configuration not stated)	-0.3	-10

No.	GPR151 activ	MITF inh
16	-1.2	-10
17	3.3	-4
18	-0.5	-8
19	0.8	-3
20	-0.6	2
21	-1.5	0
22	-1.0	3
23	-0.7	11
24	-1.7	12
25	0.8	-1
26	0.1	3
27	0.4	10
28	0.8	0
29	0.1	3
30	-2.2	-3

The results go on.
No.	Compound	FBW7 act	TEAD-YAP inh
31	CC(C)[C@H]1CN(Cc2ccco2)CCN1C(=O)N1CCOCC1	0.0	3
32	Cc1cc(=O)oc2cc(OCC(=O)c3cccc([N+](=O)[O-])c3)ccc12	-0.4	2
33	Cc1cccc(N2CCN(C(=O)c3ccc4c(c3)NC(=O)C(CSCc3ccccc3Cl)N4)CC2C)c1 (configuration not stated)	0.0	2
34	O=C1CC(C(=O)N2CCCC2)Cc2nc(NC(=O)C3CCC3)sc21 (configuration not stated)	-0.2	7
35	COc1ccc(C2CC(=O)C3=C(C2)Nc2ccccc2N(C(C)=O)C3c2ccc(C)cc2)cc1OC (configuration not stated)	0.1	7
36	COc1cc(C(=O)Nc2nc(-c3ccccc3)c(C(C)=O)s2)cc(OC)c1OC	-0.6	-3
37	O=C(NCCc1ccccc1)N1CCC2(CC1)OCc1cc(F)ccc1O2	0.5	-6
38	CCCCOC(=O)Nc1ccc(C)cc1C	0.0	-50
39	CCN1CCN(C(=O)C2CC(=O)N(c3ccc(C)cc3)C2)CC1 (configuration not stated)	0.5	9
40	c1cncc(CNc2ccnc(Nc3nccc4ccccc34)n2)c1	-0.2	-1
41	Cn1c(Nc2cc(C(=O)NCc3cccc(C(F)(F)F)c3)ccn2)nc2ccccc21	-0.1	35*
42	C/C(=C\c1ccco1)CN1CCc2nnc(CCNC(=O)c3ccc(F)cc3)n2CC1	-0.1	0
43	COc1ccc(C(=O)CCC(=O)NCc2ccccc2Cl)cc1	0.0	-1
44	O=C(COc1cccc(Br)c1)N/N=C/c1ccccc1Cl	-0.1	-4
45	CCn1cc(-c2nc(-c3ccccn3)no2)c(=O)c2cc(F)ccc21	-0.3	-9

No.	GPR151 activ	MITF inh
31	1.2	3
32	-0.6	-8
33	-0.9	-9
34	-0.6	7
35	0.7	3
36	0.3	1
37	0.8	-6
38	0.0	8
39	0.4	8
40	0.7	1
41	0.8	10
42	-1.0	1
43	1.6	0
44	0.9	-1
45	-0.6	-3

A second format for some results above:
#	molecule	FBW7 act	TEAD-YAP inh	GPR151 activ	MITF inh
36	COc1cc(C(=O)Nc2nc(-c3ccccc3)c(C(C)=O)s2)cc(OC)c1OC	-0.6	-3	0.3	1
37	O=C(NCCc1ccccc1)N1CCC2(CC1)OCc1cc(F)ccc1O2	0.5	-6	0.8	-6
38	CCCCOC(=O)Nc1ccc(C)cc1C	0.0	-50	0.0	8

Next part
No.	Compound	FBW7 act	TEAD-YAP inh
46	CCOCc1cn(CC(=O)c2ccc(Br)cc2)c(C)nc1=N	0.1	-5
47	CC1CCCCC1NS(=O)(=O)c1ccc2c(c1)CC(C)N2C(=O)C1CC1 (configuration not stated)	0.0	-1
48	COc1ccc(-c2noc(COc3ccc(F)cc3)n2)cc1OC	0.8	12
49	COc1ccccc1NC1SC(=O)NC1=O (configuration not stated)	-0.2	9
50	CC(=NC1CC(C)(C)NC(C)(C)C1)C1=C(O)c2ccccc2C1=O	0.1	-4
51	Cc1ccc(C2C(C(=O)OC(C)(C)C)C(=O)CC(C)(O)C2C(=O)OC(C)(C)C)cc1 (configuration not stated)	0.7	7
52	Cc1ccc(OC(=O)c2ccc(N3CCOCC3)c([N+](=O)[O-])c2)cc1	0.2	0
53	O=C(CNC(=S)N(Cc1ccccc1)Cc1cccs1)N1CCC2(CC1)OCCO2	-0.1	4
54	CCCc1cc(=O)oc2cc(OCc3cc(C(=O)O)oc3C)ccc12	-0.2	3
55	N#C/C(=C/c1cn(CCC(=O)O)nc1-c1cccc(Cl)c1)C(N)=O	0.0	10
56	O=C1[C@H]2CN(Cc3ccccc3)CCN2C(=O)[C@H]2CCCN12	0.2	2
57	O=C(Nc1ccc(S(=O)(=O)Nc2nccs2)cc1)c1cc2ccccc2oc1=O	0.3	-17
58	O=C(Nc1ccccn1)C(c1ccccc1)c1ccccc1	-0.1	-1
59	Cc1ccc([N+](=O)[O-])cc1S(=O)(=O)NCCc1cn2ccsc2n1	0.0	4
60	CC1Cn2cc(C(=O)N3CCN(C(=O)c4ccco4)CC3)c(=O)c3c(Cl)ccc(c32)O1 (configuration not stated)	0.1	3

No.	GPR151 activ	MITF inh
46	-0.9	-1
47	-0.4	-6
48	-0.4	7
49	-0.4	-1
50	1.2	-6
51	-0.6	12
52	0.9	1
53	2.1	-15
54	1.1	8
55	1.5	-5
56	-0.1	12
57	2.7	7
58	2.5	7
59	-1.0	6
60	-0.2	0

Additional results
No.	Compound	FBW7 act	TEAD-YAP inh
61	COc1ccccc1NC(=O)CCCOc1ccc(Cl)cc1	0.7	9
62	CCN(CC)Cc1ccc(C(=O)NN)o1	0.4	-6
63	NC(=O)c1nc(N2CCCCC2)nc(N2CCCCC2)n1	0.5	4
64	CCC(C)NC(=O)c1cn(C2CCCCC2)c(=O)c2c1c1ccccc1n2C (configuration not stated)	2.3*	4
65	CC(C)OC(=O)CSc1nnnn1C	1.1	14
66	CCCCCCCC/C=C\CCCCCCCC(=O)OC[C@@H](O)COP(=O)(O)O	x	x
67	CN1CCN(c2ccc(CNC(=O)C3CCCCC3)cc2)CC1	-0.2	1
68	OC1(c2ccccn2)COc2ccccc2O1 (configuration not stated)	0.0	-5
69	CCCCOc1ccc(-c2nc(C=Nc3cccc(C(F)(F)F)c3)c(O)o2)cc1	-0.1	5
70	COc1ccccc1CNC(=O)CN(c1ccc(Cl)cc1)S(C)(=O)=O	-0.2	-17
71	Cc1c(C(=O)NCCCc2ccccc2)cccc1[N+](=O)[O-]	0.0	-2
72	CC(=O)Nc1cccc(C(=O)Nc2ccc(C)c(Cl)c2)c1	0.1	-53
73	Cc1ccc(C)n1-c1cccc2ccccc12	0.0	7
74	Cc1ccc(-c2csc(/C(C#N)=C\c3ccc(-c4ccccc4)o3)n2)cc1	0.1	2
75	Cc1nc2c(C(=O)NC3CCCC3)c[nH]n2c(=O)c1Cl	0.0	-9

No.	GPR151 activ	MITF inh
61	-0.9	-2
62	1.1	1
63	-0.3	15
64	1.2	14
65	-0.5	12
66	-0.8	-22
67	1.8	13
68	-1.4	16
69	0.7	0
70	0.3	1
71	-1.2	10
72	-0.9	6
73	-0.2	10
74	-0.2	15
75	-0.5	-9

Part of the list above, reduced to GPR151 activ, TEAD-YAP inh and FBW7 act.
No. | mol | GPR151 activ | TEAD-YAP inh | FBW7 act
57 | O=C(Nc1ccc(S(=O)(=O)Nc2nccs2)cc1)c1cc2ccccc2oc1=O | 2.7 | -17 | 0.3
58 | O=C(Nc1ccccn1)C(c1ccccc1)c1ccccc1 | 2.5 | -1 | -0.1

The list goes on.
No.	Compound	FBW7 act	TEAD-YAP inh
76	CCCN1CCN(S(=O)(=O)c2ccc3c(c2)CCN3C(=O)C2CC2)CC1	0.3	-1
77	O=C(Nc1ccc(Oc2ccccc2)cc1)C1C2C=CC3(O2)C1C(=O)N(C1CC1)C3C(=O)NC1CCCCC1 (configuration not stated)	-0.1	-6
78	CC(C)N(Cc1nc(-c2ccc(Cl)cc2)no1)S(=O)(=O)c1cccc([N+](=O)[O-])c1	0.2	7
79	O=C(Nc1nc(-c2ccc(F)cc2)cs1)c1ccc(Br)s1	0.2	-3
80	NC(=O)C1CCCN(C(=S)Nc2ccccc2)C1 (configuration not stated)	0.1	-2
81	COc1ccc(CCNc2nnc(C)c(=O)[nH]2)cc1OC	-0.1	0
82	Cc1ccc(SCC(=O)N2CCc3ccccc32)cc1	0.1	-41
83	O=C1CC(c2ccc(Cl)cc2)C2=C(CC(c3ccc(F)cc3)CC2=O)N1 (configuration not stated)	-0.1	-9
84	CC(=O)Nc1cccc(Oc2ccc3c(c2)C(=O)N(c2cccc(OC(C)=O)c2)C3=O)c1	0.1	46*
85	CCn1c2ccccc2c2cc(NC(=O)COc3cc(C)ccc3C)ccc21	0.1	-13
86	CC(C)(C)NC(=O)C(c1ccccc1F)N(C(=O)c1csnn1)c1cccc(F)c1 (configuration not stated)	0.0	4
87	CCCn1c(=O)c2c(nc3n2CC(C)CN3CCc2ccccc2)n(C)c1=O (configuration not stated)	0.0	-6
88	CCC1CCCCN1C(=O)CSc1nnc(-c2cc(C)on2)o1 (configuration not stated)	-0.1	4
89	O=C(CCS(=O)(=O)C(Cl)Cl)Nc1ccc(Br)cc1	0.1	-51
90	CCC(Cc1ccccc1)NC(=O)CSc1ccsc1[N+](=O)[O-] (configuration not stated)	0.0	-6

No.	GPR151 activ	MITF inh
76	-0.2	-3
77	0.3	-6
78	0.2	-5
79	-1.3	9
80	0.9	8
81	-0.3	-7
82	-0.3	-3
83	0.2	-6
84	-1.6	-12
85	2.0	-16
86	-0.5	9
87	2.3	6
88	4.1	-5
89	1.0	8
90	0.6	1

(more compounds)
No.	Compound	FBW7 act	TEAD-YAP inh
91	CCC1CCC(NCc2cc(OC)c(OC)c(OC)c2)CC1 (configuration not stated)	-0.2	-4
92	Cc1ccc(C(=O)N/C(=C/c2cccnc2)C(=O)N2CCCC2)cc1	0.2	-2
93	O=C1OC(c2ccc(F)cc2)=N/C1=C\C=C\c1ccccc1[N+](=O)[O-]	-0.2	-3
94	CCOCCn1c(SC(C)C(C)=O)nc2c1c(=O)[nH]c(=O)n2C (configuration not stated)	0.0	-2

No.	GPR151 activ	MITF inh
91	0.7	-11
92	2.9	0
93	0.3	-2
94	-0.1	3

Assay outcomes from PubChem.

Not a hit list; about 3.4% have a hit in one of these screens.
